# SR-BI DiI inh: inhibitors of SR-BI mediated HDL lipid uptake, primary screen, ldlA[mSR-BI] cells, fluorescence, single point; hit rate 0.96% among 320,000; Scavenger receptor class B member 1 (Mus musculus), Q61009; inhibition, % at 12.5 µM; ldlA[mSR-BI] CHO cells, DiI-HDL uptake fluorescence, 3 h;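 active means mean replicate inhibition of at least 70% and a set share of replicates each scoring 70 or more; inconclusive means meets just one of the two criteria; inactive means fails both criteria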;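 further: 0% = median of neutral control wells and 100% = median of positive control wells; values of inactives mirror those of a sister screen read the other way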
# PvdQ acylase: P. aeruginosa PvdQ acylase inhibitors, primary screen, biochemical, fluorescence, plate reader and imaging, single point | purified PvdQ acylase | inhibition, % at 10 µM | hit rate 0.063% among 340,000; in the data active means inhibition above about 30%, passing the limit was not always enough; inconclusive means no clear call, values can overlap the other calls;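 further: 0% = vehicle neutral wells and 100% = reference inhibitor wells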
# Arr AP2 block: inhibitors of beta-arrestin/AP2 binding, primary screen, biochemical, GPCR trafficking, flow cytometry. FITC-arrestin peptide / GST-AP2 beads; AP2 beta2 appendage carries R879A mutation. inhibition, % at 10 µM. hit rate 0.31% among 340,000;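 active means inhibition above a set limit, near 3 SD of compounds lacking own fluorescence, cut at about 54% in these data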;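 further: plate controls were DMSO wells for no effect and 5 µM unlabelled arrestin peptide for full effect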
#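 test system = AP2 appendage R879A on GSH beads | buffer or medium = PBS plus Tween 20 (0.05%) and BSA (0.1%) | incubation = 12 min plus 1 h, RT | detection = bead flow cytometry, FITC channel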
# DAGLB inh: DAGLB lipase inhibitors, primary screen, biochemical, fluorescence, HTS | Diacylglycerol lipase-beta (Homo sapiens), Q8NCG7 | HEK293T DAGLB membrane lysate, EnzChek fluorogenic substrate | hit rate 0.059% among 340,000 | inhibition, % at 5.17 µM; in the data active means inhibition above about 34%;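 further: 0% = enzyme with vehicle and 100% = wells lacking enzyme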
# Target sequence (Q8NCG7 whole entry, looked up): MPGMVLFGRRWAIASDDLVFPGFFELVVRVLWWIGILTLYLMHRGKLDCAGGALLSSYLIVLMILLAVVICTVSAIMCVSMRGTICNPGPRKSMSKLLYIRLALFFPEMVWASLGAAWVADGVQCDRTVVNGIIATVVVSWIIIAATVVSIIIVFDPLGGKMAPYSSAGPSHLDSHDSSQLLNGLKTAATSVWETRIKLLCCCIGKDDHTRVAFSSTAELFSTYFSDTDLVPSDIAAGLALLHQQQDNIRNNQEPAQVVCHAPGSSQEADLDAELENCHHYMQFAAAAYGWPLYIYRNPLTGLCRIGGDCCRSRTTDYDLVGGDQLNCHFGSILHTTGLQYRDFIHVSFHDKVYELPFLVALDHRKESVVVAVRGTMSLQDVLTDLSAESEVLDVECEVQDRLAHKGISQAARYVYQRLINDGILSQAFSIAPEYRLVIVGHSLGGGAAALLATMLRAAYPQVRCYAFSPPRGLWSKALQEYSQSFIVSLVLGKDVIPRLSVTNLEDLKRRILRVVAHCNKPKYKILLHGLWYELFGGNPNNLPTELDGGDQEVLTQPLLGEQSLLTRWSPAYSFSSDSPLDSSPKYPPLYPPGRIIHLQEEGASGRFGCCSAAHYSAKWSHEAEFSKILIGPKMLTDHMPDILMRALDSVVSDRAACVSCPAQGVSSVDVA
# C-LANA FP: inhibitors of KSHV C-LANA binding to DNA, primary screen, biochemical, fluorescence polarization, FAM-LBS DNA, MBP-C-LANA, single point | inhibition, % at 9 µM | hit rate 0.078% among 340,000;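 active means highest replicate inhibition at or above 60% at 9 µM, even if other replicates fall short; inactive means all replicates below 60% inhibition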;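 further: 0% = neutral control wells and 100% = 4 µM acridine orange control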
# SR-BI DiI-HDL act: activators of SR-BI mediated DiI-HDL uptake, primary screen, ldlA[mSR-BI] CHO cells, DiI fluorescence | activation, % at 12.5 µM | hit rate 0.096% among 320,000 | 3 h; 100 = double the neutral-control signal;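 active means mean replicate activation of at least 60% and every replicate at or above 60%; inconclusive means mean or all-replicate condition met, but not both; inactive means mean below 60% and not all replicates reaching 60%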;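 further: 0% = median plate neutral-control signal and 100% = twice that signal; values of inactives mirror those of a sister screen read the other way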
#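 material = CHO ldlA[mSR-BI] cells | medium = Ham's F12 with 0.5% BSA, HEPES 25 mM, pH 7.4 | reagent = fluorescent DiI-HDL, 10 µg/mL final | compound dosing = single-point compound dose | incubation = 3 h, 37 °C | measured by = bottom-read fluorescence, 550/595 nm | measure = HDL uptake via cellular fluorescence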
# Keap1-Nrf2 PPI: Keap1-Nrf2 protein-protein interaction inhibitors, primary screen, biochemical, fluorescence polarization, single point | Kelch-like ECH-associated protein 1 (Homo sapiens), Q14145 | Keap1 Kelch-Nrf2 peptide fluorescence polarization, 1536-well | inhibition, % at 9.4 µM | hit rate 0.15% among 340,000; in the data active means inhibition above about 12%; inconclusive means no clear call, values can overlap the other calls; inactive means below about 7.3%;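 further: human Keap1 Kelch domain with fluorescein labeled Nrf2 9mer peptide probe; 0% = neutral control wells and 100% = peptide positive control; higher means more block of Keap1 binding to Nrf2 peptide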
# RTF Ca sens inh: cardiac RTF calcium sensitivity inhibitors, primary screen, biochemical, IANBD-TnC fluorescence, EC70 calcium | Troponin I, cardiac muscle (Homo sapiens) + Troponin T, cardiac muscle (Homo sapiens) + … | IANBD-labeled cardiac RTF, Ca2+ fluorescence | inhibition, % at 7.15 µM | hit rate 0.12% among 340,000 | AID 493244, 2011;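 active means inhibition above the mean inhibition of all tested compounds plus 3 SD, cut at about 17% in these data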;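 further: assay run at fixed EC70 calcium of 1.6 mM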
# PKA-R2B activ: activators of PKA-R2B holoenzyme, primary screen, biochemical, fluorescence polarization, Cy5-IP20, human; hit rate 0.079% among 340,000; cAMP-dependent protein kinase catalytic subunit beta (Homo sapiens) + cAMP-dependent …; activation, % at 11.4 µM; AID 504700, 2011; PKA-R2B holoenzyme dissociation; R2B truncated from residue 108, S112A mutant; 0% DMSO only, 100% 113 µM cGMP;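 active means activation above a cutoff set at the mean over all compounds plus 3 SD, cut at about 18% in these data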;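 further: higher means more holoenzyme dissociation and a rise in polarization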
# Target sequence (P31323 whole entry, looked up, other chains not shown, the tested form may be a part): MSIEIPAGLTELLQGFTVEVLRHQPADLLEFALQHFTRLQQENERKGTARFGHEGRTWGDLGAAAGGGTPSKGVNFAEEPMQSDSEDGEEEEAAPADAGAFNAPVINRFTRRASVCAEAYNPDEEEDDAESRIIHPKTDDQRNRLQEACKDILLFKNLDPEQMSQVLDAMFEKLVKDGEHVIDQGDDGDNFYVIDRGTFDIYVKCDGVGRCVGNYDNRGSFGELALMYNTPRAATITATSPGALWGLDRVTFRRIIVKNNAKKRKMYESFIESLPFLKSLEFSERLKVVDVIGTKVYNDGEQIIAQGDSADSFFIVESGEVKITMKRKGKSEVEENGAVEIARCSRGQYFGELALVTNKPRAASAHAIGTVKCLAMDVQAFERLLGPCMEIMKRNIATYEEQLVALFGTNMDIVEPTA
# NSD2 inh: NSD2 histone methyltransferase inhibitors, primary screen, biochemical, AlphaScreen, single concentration, set 2; AID 743445, 2014; Histone-lysine N-methyltransferase NSD2 (Homo sapiens), O96028; NSD2 peptide methylation, 120 min; hit rate 0.54% among 310,000; inhibition, % at 12.5 µM; in the data active means inhibition above about 50%
# Starred values were filed as active, the others as inactive; ? = inconclusive; . = no result given; & = joins results of further samples.
SMILES,SR-BI DiI inh,PvdQ acylase,Arr AP2 block,DAGLB inh,C-LANA FP,SR-BI DiI-HDL act,Keap1-Nrf2 PPI,RTF Ca sens inh,PKA-R2B activ,NSD2 inh
O=C(O)c1ccc2c(c1)N(Cc1cccc(F)c1)C(=O)CS2,3,-8,4,3,-0.3,-3,1,-1,-3,.
C(=C\c1ccco1)/c1nc2ccccc2[nH]1,2,-6,7,3,1.5,-2,-12,-10,10,2
COc1ccccc1C(CNC(=O)CNC(=O)c1cccc(Cl)c1)N1CCCC1 (configuration not stated),7,-14,-7,2,-0.4,-7,3,-7,-7,1
COc1cccc(Nc2nc(Nc3ccc(Cl)c(C(=O)O)c3)nc(C)c2[N+](=O)[O-])c1,-5,?,29,2,-0.3,5,-3,4,3,1
Cc1ccc(NC(=O)Cn2nc(C(F)(F)F)c3c2CCC3)cc1,20,-7,-2,-15,1.6,-20,-1,-1,-6,2
CC(=O)Nc1nc(C)c(-c2csc(Nc3ccccn3)n2)s1,60&69,-1&-12,4&-6,9&5,-5.2&1.6,-60&-69,4&-5,7&-2,0&-9,-1&1
CC1Cc2nc(SCC(=O)NCC3CCCO3)n(C)c(=O)c2S1 (configuration not stated),-8,4,-1,-1,0.7,8,-6,-6,-7,1
COc1cc(/C=N/NC(=O)c2cc(C3CC3)[nH]n2)ccc1O,.,-5,-7,-1,0.7,.,1,-4,-1,13
O=C(CC(=O)Nc1ccccc1F)Nc1ccccc1F,-4,4,17,-4,-1.1,4,3,3,7,-2
CSc1ccccc1NC(=O)c1ccc(C)o1,12,-4,11,-3,0.2,-12,-3,-1,-7,-3
S=C(Nc1cccc(Cl)c1)Nc1cccc2cnccc12,21,8,18,1,0.2,-21,0,0,3,.
COc1ccc(C(C(=O)NC2CCCC2)N(Cc2ccc(F)cc2)C(=O)c2ccn[nH]2)cc1OC (configuration not stated),5,-8,-6,-2,1.4,-5,0,11,-2,.
COc1ccc(-n2c(C)cc(/C=C/c3nc(O)c([N+](=O)[O-])c(=O)[nH]3)c2C)cc1,-3,-9,5,.,5.1,3,-2,.,.,33
CCC(C)(C)n1nnnc1C(c1ccccc1F)N1CCC(C(N)=O)CC1 (configuration not stated),-3,-24,1,-2,2.8,3,-2,-6,0,-2
COc1ccc(N2C(=O)c3ccccc3NC2c2ccc(OC)c(Cn3cc([N+](=O)[O-])cn3)c2)cc1 (configuration not stated),-2,5,2,1,-0.6,2,-5,-1,-12,0
CC1CC(=O)Nc2ccccc2N1C(=O)CSc1ccc2ccccc2n1 (configuration not stated),-14,10,-4,-1,1.2,14,-1,-7,-7,1
Cc1c(CCC(=O)N[C@@H](C)C(=O)O)c(=O)oc2c(C)c3oc4c(c3cc12)CCCC4,.,9,38,3,-3.7,.,0,1,-9,0
O=C(/C=C/c1ccccc1)Nc1nnc(SCC(=O)c2ccc3ccccc3c2)s1,46,-1,24,-1,0.4,-46,-1,-3,-1,-8
Cc1ccc(O/C=C2\OC(=O)c3ccccc32)cc1,-6,-13,-1,0,-1.0,6,4,-7,-3,1
Cc1ccccc1NC(=O)COc1ccccc1C,-19,7,35,-5,0.8,19,2,1,-1,0
Cc1cccc(C(=O)N2CCN(c3ccc([N+](=O)[O-])c(NCc4ccco4)c3)CC2)c1,62,6,27,-2,-0.9,-62,-1,5,-12,3
Cc1cc(Cl)c(S(=O)(=O)N2CCCC2)cc1OCC(N)=O,2,6,18,1,3.5,-2,-4,-4,6,0
COc1cc(C2C(C#N)=C(N)Oc3cc(C)oc(=O)c32)cc(OC)c1OC (configuration not stated),-20,0,16,-3,-0.2,20,-2,1,-14,14
CCc1ccc(C(=O)Cn2cnc3cc([N+](=O)[O-])ccc3c2=O)cc1,-20,-11,-1,-1,-0.6,20,-3,-16,0,0
COC(=O)c1[nH]c2ccc(Cl)cc2c1NC(=O)CCN1CCOCC1,-6,-11,4,1,-1.6,6,2,-8,-2,1

# The listing continues:
SMILES,SR-BI DiI inh,PvdQ acylase,Arr AP2 block,DAGLB inh,C-LANA FP,SR-BI DiI-HDL act,Keap1-Nrf2 PPI,RTF Ca sens inh,PKA-R2B activ,NSD2 inh
CCCc1cc(=O)[nH]c(SCC(=O)c2cc(C)n(CC3CCCO3)c2C)n1 (configuration not stated),-18,-4,0,0,0.1,18,0,-11,-10,12
COc1cccc(C(=O)Nc2ccc(S(=O)(=O)NCc3ccco3)cc2)c1,20,-11,0,2,0.5,-20,4,-4,-14,-2
CCC[N+](CC#Cc1ccccc1)(CCC)CC(=O)c1ccc(Cl)cc1,0,17,12,0,0.2,0,-2,10,-8,7
N=c1nc2n(cc1F)C1OC(CO)C(O)C1O2 (configuration not stated),-18,-8,2,4,-0.4,18,1,-7,-4,-7
Cc1ccnc(NS(=O)(=O)c2ccc(NC(=O)/C=C/c3ccccc3)cc2)n1,.,2,25,5,0.2,.,2,-2,2,-1
COc1cc(OC)c(NC(=O)N2CCOCC2)cc1Cl,.,-5,6,1,-0.6,.,-2,-3,6,1
Clc1ncn(CCOc2ccccc2)c1Cl,-20,-14,-21,0,0.7,20,-3,-2,-10,.
CC/C(=N\NC(=O)CSCc1ccccc1Br)c1ccc2c(c1)OCCO2,-4,-11,7,-3,0.1,4,0,-6,3,7
CC1CC(C)CN(Cc2nc(N)nc(Nc3ccc4ccccc4c3)n2)C1 (configuration not stated),17,-8,0,0,-3.4,-17,-2,0,-4,3
CC(C)NC(=O)N(C)C[C@H]1Oc2c(NC(=O)Nc3ccc4c(c3)OCO4)cccc2C(=O)N([C@H](C)CO)C[C@@H]1C,-2,10,8,-3,-1.3,2,0,-3,-3,.
O=C(O)C(NC(=O)c1ccccc1)=C(Cl)Cl,-36,-2,19,-3,-1.2,36,4,-18,-13,1
OC(COCCC12CC3CC(CC(C3)C1)C2)CN1CCCC1 (configuration not stated),-11,6,2,0,-0.4,11,0,-3,-11,3
CN(CC(=O)Nc1ccccc1C(F)(F)F)C(=O)CSCc1ccc(Cl)c(Cl)c1,10,-5,-1,-3,-1.1,-10,2,-8,0,12
CC(C)(Cc1ccccc1)/[N+]([O-])=C\c1ccc(C(F)(F)F)cc1,25,-15,10,-5,-0.8,-25,-4,3,2,.
Cc1cc2cc(CNC(=O)c3ccc(S(=O)(=O)N4CCCC4)cc3)ccc2n1C,0,6,23,3,0.1,0,-4,-5,0,.
O=C(c1ccco1)N1CCN(C(=O)c2cc(=O)[nH]c3ccccc23)CC1,-5,-14,2,0,-1.0,5,-5,0,0,1
CCn1cc(S(=O)(=O)Nc2ccccc2C(F)(F)F)cn1,4,-17,-2,-3,-0.6,-4,-2,-5,-3,-2
CCN(C(=O)CSc1n[nH]c(N)n1)c1cccc2ccccc12,-13,-6,-9,-1,0.4,13,0,-4,-2,2
CCOc1ccc(Nc2nc(N)nc(CN(C)C3CCCCC3)n2)cc1,-16,-14,11,1,-2.2,16,-1,-6,-2,4
CCOc1ccc(-c2ncncc2-c2ccc(OC)c(OC)c2)c(O)c1,15,17,-20,-3,2.6,-15,1,2,-1,4
Cc1ccc2[nH]cc(CCNC(=O)c3cccnc3)c2c1,-19,-8,-4,-1,0.7,19,-2,10,-3,0
COc1ccc(-c2[nH]c(-c3ccccc3)nc2SCC(=O)NC2CCCC2)cc1,43,5,-3,3,-1.0,-43,-6,-4,4,.
O=C(CC(C(=O)c1ccccc1)c1ccccc1)c1ccccc1 (configuration not stated),1,-13,-8,-10,0.6,-1,-7,-1,-8,-7
O=C(Oc1ccccc1C(=O)Oc1ccccc1)c1ccco1,-15,21,15,-3,-0.4,15,-3,-11,-3,-3
Cc1ccccc1-c1nc(CS(=O)CC(=O)NCc2ccccc2)c(C)o1 (configuration not stated),-12,-4,-2,-2,1.1,12,2,2,1,.

# (cont.)
SMILES,SR-BI DiI inh,PvdQ acylase,Arr AP2 block,DAGLB inh,C-LANA FP,SR-BI DiI-HDL act,Keap1-Nrf2 PPI,RTF Ca sens inh,PKA-R2B activ,NSD2 inh
CC(C)Oc1c(N2CCOCC2)c(=O)c1=O,3,-11,0,-2,2.7,-3,-3,-4,-2,0
CS(=O)(=O)c1ccc(Cl)c(NC(=O)C2CC(=O)N(Cc3ccco3)C2)c1 (configuration not stated),-1,-12,5,0,1.8,1,-5,-7,-2,-1
COc1ccc(-c2cc(=O)oc3cc(OCC(=O)NCc4ccccn4)ccc23)cc1,9,3,2,-3,0.9,-9,-4,-12,-10,.
O=C(Cc1cccs1)Nc1nnc(Cc2ccccc2)s1,-17,-5,-2,3,-0.1,17,1,3,10,0
Cc1ccc(CCNC(=O)C2CCC(CNc3c(N4CCCC4)c(=O)c3=O)CC2)cc1 (configuration not stated),-10,-14,-9,1,-0.2,10,-3,-7,-11,0
O=C(CN1C(=O)c2ccccc2C1=O)Nc1ccccc1C(=O)NC1CCCCCC1,9,0,7,2,1.4,-9,-2,6,-2,0
COc1ccc(C(C)(C)C)cc1NC(=O)c1cccc(S(=O)(=O)N2CCN(C(C)=O)CC2)c1,35,-6,30,2,0.1,-35,3,-18,3,11
CCNC(=O)C(Sc1ccccc1)c1ccccc1 (configuration not stated),1,6,6,-4,3.5,-1,-3,-10,-17,1
CCCCCC1CC(CC(C)C(=O)Nc2nncs2)C(=O)O1 (configuration not stated),-34,8,9,-1,-0.7,34,6,-5,-10,0
C=C(C)C1Cc2c(C)nn(-c3nc(C)cc(C)n3)c2C1 (configuration not stated),-25,-10,-2,-2,0.7,25,-8,-41,-3,1
Fc1ccc(NC(=S)N2CCc3ccccc3C2)c(F)c1,-20,-7,-4,-3,-0.1,20,-2,1,-3,-1

# Limited to SR-BI DiI inh and RTF Ca sens inh (2 entries from above):
molecule | SR-BI DiI inh | RTF Ca sens inh
CCN(C(=O)CSc1n[nH]c(N)n1)c1cccc2ccccc12 | -13 | -4
CCOc1ccc(Nc2nc(N)nc(CN(C)C3CCCCC3)n2)cc1 | -16 | -6

# High-throughput results: PubChem, several laboratories

# Compounds as they come; 2.1% or so of the library scored in one or more.
